# D1 agonist: Allosteric Agonists of the Human D1 Dopamine Receptor: qHTS | D(1A) dopamine receptor (Homo sapiens), P21728 | HEK293 T-REx D1 cells, calcium flux, agonist mode | activation, % at 2 µM | actives 1% (n = 360,000); in the data active means activation above about 30%; further: 0% is about no effect
#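 Inducible HEK293 T-REx D1 cells, force-coupled to calcium signalling, were plated at 4000 cells/well with tetracycline and held overnight at 30 C. After no-wash calcium dye loading, compound-evoked calcium rise over 180 s flagged agonists.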
# Apoferritin bind: qHTS Assay for Identification of Novel General Anesthetics. Ferritin light chain (Equus caballus), P02791. apoferritin/1-aminoanthracene competitive binding, fluorescence. Potency, µM (top dose mostly 77.5 µM), inactives show top-dose activity change, negative = displacement, actives largely listed as inhibitors. actives 0.074% (n = 350,000). AID 485281, 2010; further: potency means the concentration at half of the fitted maximal effect; on the % scale 0 is the no-effect control and ±100 the full control effect; nearly all actives have a fitted effect of over 20% in size
# Target sequence (P02791 2-175 limits assumed): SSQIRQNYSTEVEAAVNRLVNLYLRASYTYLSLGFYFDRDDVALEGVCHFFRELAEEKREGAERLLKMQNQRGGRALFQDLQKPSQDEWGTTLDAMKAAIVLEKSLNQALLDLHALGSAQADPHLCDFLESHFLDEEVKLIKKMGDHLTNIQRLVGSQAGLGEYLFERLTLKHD
#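 10 uM apoferritin + 50% sat. 1-AMA, PBS; cpd 10 min RT; Ex380/Em535 endpoint; normalized to free probe vs complex; 4-param Hill fit; propofol titration as pos. ctrl.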
# RXFP1 antag: qHTS Assay for Antagonists of the Relaxin Receptor RXFP1 | HEK293-RXFP1, relaxin-stimulated cAMP HTRF, 30 min; hits give low values | activity change, negative = inhibition, % at 57.5 µM | actives 0.59% (n = 350,000) | AID 1259400, 2018;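 active means activity change of -60% or lower, but not beyond a set lower limit; inconclusive means change between -60% and -40%, or beyond the set limit; inactive means change above -40%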; further: on the % scale 0 is the no-effect control and ±100 the full control effect
# Target sequence (Q9HBX9 whole entry, looked up): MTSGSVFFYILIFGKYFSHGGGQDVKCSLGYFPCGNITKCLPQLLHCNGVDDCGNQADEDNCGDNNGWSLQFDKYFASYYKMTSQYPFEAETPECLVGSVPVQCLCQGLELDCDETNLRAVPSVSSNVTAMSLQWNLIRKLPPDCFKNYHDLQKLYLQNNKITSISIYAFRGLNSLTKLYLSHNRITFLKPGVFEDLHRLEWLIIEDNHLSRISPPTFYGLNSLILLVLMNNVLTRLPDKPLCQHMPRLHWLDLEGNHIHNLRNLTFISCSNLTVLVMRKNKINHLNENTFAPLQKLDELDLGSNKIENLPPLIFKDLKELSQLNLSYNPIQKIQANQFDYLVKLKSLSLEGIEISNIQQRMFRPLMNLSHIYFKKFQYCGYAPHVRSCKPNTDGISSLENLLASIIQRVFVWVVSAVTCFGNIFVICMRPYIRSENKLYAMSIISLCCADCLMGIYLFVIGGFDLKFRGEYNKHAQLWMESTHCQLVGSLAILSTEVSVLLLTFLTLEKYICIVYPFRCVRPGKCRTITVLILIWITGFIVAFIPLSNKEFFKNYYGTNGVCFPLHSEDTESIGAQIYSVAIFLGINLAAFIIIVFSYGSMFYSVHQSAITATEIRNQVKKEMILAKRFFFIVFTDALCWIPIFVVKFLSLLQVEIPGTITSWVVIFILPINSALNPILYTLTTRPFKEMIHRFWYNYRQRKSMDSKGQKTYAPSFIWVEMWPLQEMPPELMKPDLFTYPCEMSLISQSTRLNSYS
# TRHR enhancer: qHTS for Small Molecule Agonists and Allosteric Enhancers of Human TRH Receptor: Primary Screen for Enhancers. enhancement, % at 2 µM. Thyrotropin-releasing hormone receptor (Homo sapiens), P34981. TRHR cells, fluo-8 calcium fluorescence, EC20 TRH enhancement. actives 0.66% (n = 360,000); in the data active means enhancement above about 30%; further: 0% is about no effect
#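 TRHR-expressing cells loaded with fluo-8 calcium dye were read kinetically (ex 480/em 530) during compound addition, then stimulated with an EC20 of TRH (10 nM final). Enhancement of the Gq-mediated intracellular calcium response was scored.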
# RXFP1 ag: qHTS Assay for Agonists of the Relaxin Receptor RXFP1. HEK293T-RXFP1 cAMP TR-FRET, 30 min; response scale: percent of porcine relaxin response, buffer zero. Potency, µM (top dose mostly 57.5 µM), inactives show at the top dose activation, usual class: activators. actives 0.3% (n = 370,000). AID 2676, 2010; further: potency means the concentration at half of the fitted maximal effect; on the % scale 0 is the no-effect control and ±100 the full control effect; nearly all actives have a fitted effect of over 60% in size; many of its hits are not listed in these tables
#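 HEK293 cells stably expressing RXFP1, treated 30 min at 37C with compounds plus PDE4 inhibitor Ro 20174; cAMP measured by HTRF TR-FRET. Normalized to buffer and 29 nM porcine relaxin; EC50 by Hill fit.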
# D1 antagonist: Antagonist of Human D 1 Dopamine Receptor: qHTS; D(1A) dopamine receptor (Homo sapiens), P21728; HEK293 TREx D1 cells, calcium flux, dopamine EC80; hits give low values; activity change, negative = inhibition, % at 10 µM; actives 3.2% (n = 360,000); AID 504652, 2011; in the data active means activity change below about -30%; further: on the % scale 0 is the no-effect control and ±100 the full control effect
#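 After overnight tetracycline induction at 30 C, force-coupled D1 HEK293 cells took up a no-wash calcium dye at room temperature. Compounds were added and monitored 180 s, and the response to EC80 dopamine was then recorded.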
# TRHR agonist: qHTS for Small Molecule Agonists and Allosteric Enhancers of Human TRH Receptor: Primary Screen for Agonists | activation, % at 2 µM | Thyrotropin-releasing hormone receptor (Homo sapiens), P34981 | TRHR cells, calcium flux fluo-8, FDSS agonist mode | actives 0.18% (n = 360,000); in the data active means activation above about 30%; further: 0% is about no effect
#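 Steps: seed TRHR cells overnight; add fluo-8 no-wash Ca dye, RT 30 min–1.5 h; record 10 s baseline; pin-transfer compounds; monitor fluorescence 1 cycle/s for the agonist window. Calcium increases flag candidate agonists.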
# D1 potentiator: Potentiators of Human D1 Dopamine Receptor: qHTS. potentiation, % at 10 µM. HEK293 TREx D1 cells, calcium flux, dopamine EC20 potentiation. AID 504651, 2011. actives 0.036% (n = 360,000). D(1A) dopamine receptor (Homo sapiens), P21728; in the data active means potentiation above about 30%; further: 0% is about no effect
# D2 potentiator: HTS Assay for Positive Allosteric Modulators of the Human D2 Dopamine Receptor: Primary Screen for Potentiators; HEK293 T-REx D2, calcium flux, EC20 dopamine potentiation; potentiation, % at 10 µM; actives 0.34% (n = 340,000);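 active means potentiation over 3 SD above the plate norm, cut at about 30% in these data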; further: 0% is about no effect
#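 Tetracycline-induced Hek293 Trex D2 cells, force-coupled to calcium, loaded with no-wash calcium dye. Compound added with 180 s kinetic read for agonism, then EC20 dopamine and a further 180 s read for potentiation.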
# Starred values were filed as active, the others as inactive; ? = inconclusive; . = no result given. Unless noted, the call rests on the fitted dose curve; in most records, active means well fitted curve in the direction sought with a large enough effect; inconclusive means small, poorly fitted or top-dose-only effect, or another doubt; inactive means no such curve, though single readings can be large; an effect the other way counts as inactive or inconclusive.
SMILES,D1 agonist,Apoferritin bind,RXFP1 antag,TRHR enhancer,RXFP1 ag,D1 antagonist,TRHR agonist,D1 potentiator,D2 potentiator
COc1ccc(CN2C3CCC2CC(NC(=O)c2cc(OC)c(OC)c(OC)c2)C3)cc1 (configuration not stated),1,-4%,0,7,-1.0%,10,0.1,-4,-28
CCOc1ccccc1NC(=O)NCCc1c[nH]c2ccccc12,0,-10%,-4,-2,0.8%,-5,-0.2,-8,-6
CC(=O)Nc1ccc(NC(=O)COC(=O)c2ccccc2SCC(=O)N2CCCC2)cc1,2,.,7,-8,1.2%,32,-0.4,-3,-3
CC(C)c1ccccc1OCCNC(=O)c1cncc(Br)c1,8,-16%,-18,-1,-0.2%,-6,-0.6,-1,1
CN(C)C(CNC(=O)c1cccc(NS(=O)(=O)c2ccc(Br)cc2)c1)c1ccco1 (configuration not stated),5,.,-23,2,1.6%,-14,0.2,-3,-25
CC(C)c1nnc(NC(=O)COC(=O)/C=C/c2ccc([N+](=O)[O-])cc2)s1,1,-7%,-3,-2,1.2%,0,0.2,-2,7
CCN(CC)S(=O)(=O)c1ccc(-c2csc(C)n2)cc1,1,-18%,4,6,1.6%,1,-0.2,8,-4
COCCn1c(C)cc(C(=O)COC(=O)c2cccc(O)c2)c1C,9,-5%,5,-3,3.8%,-14,0.7,-1,-4
COc1ccc(OC)c(S(=O)(=O)CC(=O)c2cc3ccc(OC)cc3oc2=O)c1,3,-24%,3,4,10.0%,3,1.0,0,-1
COc1ccc(NC(=O)Cn2c(=O)n(Cc3nc(-c4ccccc4)no3)c(=O)c3cc4c(cc32)OCO4)cc1Cl,3,29%,-11,-7,1.6%,-3,1.0,-1,1
O=C(CSc1ncnc2nc[nH]c12)c1ccccc1,10,?,5,10,1.5%,-25,0.0,-2,8
O=C(Nc1ccc(N2CCN(C(=O)c3cccs3)CC2)cc1)c1cccnc1Cl,3,-10%,2,4,0.2%,3,0.0,-1,4
CN(C)c1ccc(C(=O)OCC(=O)NCC2CCCO2)cc1 (configuration not stated),0,2%,-2,1,1.0%,-2,0.1,-2,16
Cc1ccc(C(C(=O)NC2CCCC2)N(Cc2cccs2)C(=O)CNC(=O)c2cccs2)o1 (configuration not stated),3,?,0,-3,0.8%,-1,-0.1,-2,9
O=C(Nc1nncs1)C(Sc1ccccc1)c1ccccc1 (configuration not stated),1,-4%,-4,0,-0.7%,-13,0.0,1,12
COc1cccc(-c2nn3c(-c4ccco4)nnc3s2)c1,1,-10%,-12,-2,4.4%,-9,-0.7,3,2
CC1CCN(Cc2ccc(-c3nnn(CC(=O)NC4CCCCC4)n3)cc2)CC1,-1,-10%,4,-5,2.4%,-19,-0.2,-1,-3
CCc1cccc(C)c1NC(=O)CSc1nc2ccccc2n1CC(=O)N(C)C,0,-7%,-20,-6,2.1%,-35*,-0.1,-2,.
COc1cc(S(=O)(=O)N2CCOCC2)ccc1N,0,-3%,2,0,-0.3%,-7,-0.6,2,2
O=S(=O)(c1ccc(Cl)cc1)n1nnc2ccccc21,1,-4%,-9,-3,0.3%,-26,0.3,-3,7

# Shown tab-delimited: entries from further up
Structure	D1 agonist	Apoferritin bind	RXFP1 antag	TRHR enhancer	RXFP1 ag	D1 antagonist	TRHR agonist	D1 potentiator	D2 potentiator
O=C(CSc1ncnc2nc[nH]c12)c1ccccc1	10	?	5	10	1.5%	-25	0.0	-2	8
O=C(Nc1ccc(N2CCN(C(=O)c3cccs3)CC2)cc1)c1cccnc1Cl	3	-10%	2	4	0.2%	3	0.0	-1	4
CN(C)c1ccc(C(=O)OCC(=O)NCC2CCCO2)cc1 (configuration not stated)	0	2%	-2	1	1.0%	-2	0.1	-2	16

# (list continues)
SMILES,D1 agonist,Apoferritin bind,RXFP1 antag,TRHR enhancer,RXFP1 ag,D1 antagonist,TRHR agonist,D1 potentiator,D2 potentiator
CCOC(=O)c1sc(=S)n(-c2ccccc2)c1SC,0,-21%,-4,-1,6.2%,-13,-0.6,-1,7
CCOCCCNC(=O)CCSc1ccc(C)cc1,-1,-9%,1,4,-4.0%,-1,-0.1,4,0
Cc1nn(Cc2c(F)c(F)c(F)c(F)c2F)c(C)c1NC(=O)c1nn(C)c(C)c1Br,4,-18%,-10,-5,0.6%,0,0.0,4,-1
COCCNc1nnc(SCC(=O)Nc2cc(C)on2)s1,2,.,0,-2,1.2%,2,-0.1,2,-3
CCOc1cccc(OCCOc2ccc(C(=O)c3ccccc3)cc2)c1,28,-6%,-14,1,1.9%,-14,2.3,-5,-8
CCOc1ccc(NC(=O)c2ccc(CC)s2)c([N+](=O)[O-])c1,2,-6%,-3,-6,0.8%,8,0.7,2,-1
CCCCc1nnc(NC(=O)CN(C)S(=O)(=O)c2ccc(C)cc2)s1,0,-15%,4,-4,3.3%,9,-1.2,-2,7
COc1ccc(/C=C/C(=O)O)cc1S(=O)(=O)Nc1ccc2c(c1)OCO2,2,-9%,14,4,-1.5%,-2,-0.4,6,-23
CC(C)Cc1ccc(S(=O)(=O)N2CCN(C(=O)c3ccco3)CC2)cc1,7,-19%,-19,-6,1.6%,-20,-0.3,-6,4
Cn1c2cc(Br)sc2c2cnn(Cc3c(F)cccc3Cl)c(=O)c21,0,.,.,14,3.4%,-94*,0.3,0,.
Cc1cc(C)cc(NC(=S)N2CCC(NC(=O)C3CC3)CC2)c1,2,-7%,0,1,3.6%,-7,-0.3,-2,-7
CN(CCOC(=O)c1ccccc1)Cc1ccccc1,1,-13%,-19,6,0.4%,-23,-0.3,5,-13
Cc1ccc(N2C(=O)CS(=O)(=O)C23C(=O)N(Cc2ccccc2C)c2ccccc23)cc1Cl (configuration not stated),4,8%,.,-21,-1.0%,-9,2.3,-1,-17
Cn1c(=O)c2c(nc(CN3CCN(CCO)CC3)n2CCc2ccccc2)n(C)c1=O,0,-3%,-4,-3,12%,-1,1.2,-6,-12
Cn1c(=O)c2c(nc(SCC(=O)Nc3ccccc3)n2C)n(C)c1=O,-2,13%,-3,0,13%,-12,0.5,-6,12
O=C(NCC(c1cccs1)N1CCOCC1)c1ccccc1NS(=O)(=O)c1ccc(Cl)c([N+](=O)[O-])c1 (configuration not stated),20,-8%,-24,-5,1.5%,-16,0.9,-1,3
CC(c1ccccc1)N1CC(C(=O)Nc2nccs2)CC1=O (configuration not stated),5,5%,-10,-7,-0.4%,2,0.0,0,-11
CC(C)(CO)CNC(=O)c1ccc2nc(Cc3cccc(Cl)c3)oc2c1,5,-17%,-16,0,0.3%,-3,-2.4,-2,4
CCc1cccc(Nc2cc(C)nc3nc(C)nn23)c1,3,4%,.,3,-0.8%,-10,-1.1,-3,-3
CC1(c2ccc(Cl)cc2)NC(=O)N(CC(=O)Nc2ccc(F)cc2)C1=O (configuration not stated),12,-16%,-9,3,0.7%,41,1.5,-6,.
CCOC(=O)c1[nH]ncc1CN1CCN(Cc2ccccc2)C(CCO)C1 (configuration not stated),1,-5%,-4,12,3.4%,-10,0.1,-7,-2
COc1ccc(-c2nc3ncccc3o2)cc1NC(=O)c1cccs1,0,-18%,-4,3,0.3%,-3,-0.9,-1,2
O=C(Nc1ccc(S(=O)(=O)Nc2ncccn2)cc1)c1ccc(Cl)c([N+](=O)[O-])c1,0,-1%,-15,-1,2.3%,-4,0.5,2,15
N#Cc1c(N)nc2c(c1N)CC(=O)N2c1ccccc1-c1ccccc1,1,-22%,-13,16,3.3%,19,-0.1,0,-2
O=C(Nc1ccc(SC(F)F)cc1)C12CCC(CC1)C2,4,?,-10,14,0.6%,1,0.7,-4,4
O=C1Nc2ccccc2Oc2cc([N+](=O)[O-])cc(Oc3ccccc3)c21,10,-13%,-28,-4,0.2%,-10,4.5,2,-1
COc1cc(NC(=O)C(CC(C)C)NS(=O)(=O)c2ccc3c(c2)CCCC(=O)N3)cc(OC)c1 (configuration not stated),2,5%,.,6,0.2%,-10,0.8,4,-4
Cc1cc(=O)[nH]c(N/N=C/CCc2ccccc2)n1,-3,-6%,-8,2,-0.3%,5,0.7,7,9
COC(=O)c1ccc2c(c1)N(C)S(=O)(=O)c1cnc(SCC(=O)C(C)(C)C)nc1-2,3,-6%,-5,-6,30%,-13,0.7,-4,0
O=S(=O)(NCCCc1ccccc1)c1cccc2nsnc12,0,?,9,-2,2.5%,-28,-0.9,-1,.
CCC(CC)C(=O)Nc1ccccc1NC(C)=O,1,-9%,11,0,1.5%,0,-0.9,-10,7
CN(c1ccc(F)cc1)S(=O)(=O)c1ccc(Cl)c(C(=O)NCC(c2ccco2)N2CCCCC2)c1 (configuration not stated),2,.,-17,-18,-2.2%,-2,-0.7,-5,.
CCNC(=O)n1cc(-n2cncn2)c(-c2ccccc2)n1,2,-2%,7,-14,1.7%,11,0.2,-5,-7
COc1cccc(NCc2cc(=O)oc3cc(C)c(O)cc23)c1,7,-7%,-7,11,-0.2%,-9,0.3,-10,18
O=C(O)COc1ccccc1O,1,-4%,2,9,1.4%,4,0.6,-1,-2
O=C(NCc1ccccn1)Nc1ccc(F)c(Cl)c1,5,-5%,0,2,0.3%,6,0.1,6,6
CCC(C)(C)n1nnnc1C(c1ccc(O)cc1)N1CCc2ccccc2C1 (configuration not stated),0,-16%,-4,-3,1.1%,-10,0.3,-4,12
O=c1cc(N2CCC3(CC2)OCCO3)[nH]c(=O)n1-c1ccc(Br)cc1,1,1%,-1,-11,-2.9%,-3,0.4,-2,.
CC(C)(C)c1cc[n+](-c2nc([O-])sc2C=O)cc1,0,5%,-12,3,0.4%,4,0.9,-6,18
O=C(CN1CCN(c2ccc(Cl)cc2)CC1)Nc1cccc(F)c1,0,-20%,-7,-11,0.8%,2,-0.2,-7,-8

# This is a subset. The share of hits here may be higher or lower than overall.
